Assay outcomes from PubChem.
Wnt bcat act = Wnt/beta-catenin pathway activation; Wnt/beta-catenin reporter cell assay, activator, plate reader; activation, % at 9.35 µM; hit rate 1.2% among 300,000; AID 743398; in the data active means activation above about 30%, passing the limit was not always enough;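 further: 0% = neutral control wells and 100% = positive control wells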
CAL PDZ FP-1 = inhibitors of human CAL PDZ peptide binding | Q9HD26 | purified CAL PDZ, TMR-peptide fluorescence polarization, 1 h | inhibition, % at 20 µM | hit rate 0.02% among 330,000 | AID 504414;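 active means highest replicate inhibition of at least 40%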;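 further: plate controls were DMSO neutral control wells for no effect and unlabeled competitor peptide control wells for full effect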
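material = purified tagged CAL PDZ domain construct (CerCALP) | compound dosing = 20 µM, one dose | times = 1 h at RT | measured by = fluorescence polarization from S- and P-plane intensities, G-factor corrected | read-out = inhibition from polarization loss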
SR-BI DiI-HDL act = activators of SR-BI mediated HDL lipid uptake | CHO ldlA[mSR-BI] cells, DiI-HDL uptake fluorescence, 3 h; 100 = double the neutral-control signal | activation, % at 12.5 µM | hit rate 0.096% among 320,000 | AID 504775;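 active means mean replicate activation of at least 60% and every replicate at or above 60%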;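 further: 0% = median plate neutral-control signal and 100% = twice that signal; values of inactives mirror those of a sister screen read the other way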
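System: LDL receptor-deficient CHO ldlA cells overexpressing murine SR-BI | Timing: 3 h uptake period with compound, 37 °C | Medium: HEPES-buffered (25 mM, pH 7.4) F12 plus 0.5% BSA | Dosing: Single-point compound dose | Signal: Bottom-read fluorescence, 550/595 nm | Read-out: Retained DiI signal reflecting DiI-HDL uptake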
SR-BI DiI inh = blocks mouse SR-BI lipid uptake from DiI-HDL; hit rate 0.96% among 320,000; AID 488896; Q61009; ldlA[mSR-BI] CHO cells, DiI-HDL uptake fluorescence, 3 h; inhibition, % at 12.5 µM;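 active means mean replicate inhibition of at least 70% and a set share of replicates each scoring 70 or more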;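 further: 0% = median of neutral control wells and 100% = median of positive control wells; values of inactives mirror those of a sister screen read the other way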
Target sequence (Q61009 whole entry, looked up): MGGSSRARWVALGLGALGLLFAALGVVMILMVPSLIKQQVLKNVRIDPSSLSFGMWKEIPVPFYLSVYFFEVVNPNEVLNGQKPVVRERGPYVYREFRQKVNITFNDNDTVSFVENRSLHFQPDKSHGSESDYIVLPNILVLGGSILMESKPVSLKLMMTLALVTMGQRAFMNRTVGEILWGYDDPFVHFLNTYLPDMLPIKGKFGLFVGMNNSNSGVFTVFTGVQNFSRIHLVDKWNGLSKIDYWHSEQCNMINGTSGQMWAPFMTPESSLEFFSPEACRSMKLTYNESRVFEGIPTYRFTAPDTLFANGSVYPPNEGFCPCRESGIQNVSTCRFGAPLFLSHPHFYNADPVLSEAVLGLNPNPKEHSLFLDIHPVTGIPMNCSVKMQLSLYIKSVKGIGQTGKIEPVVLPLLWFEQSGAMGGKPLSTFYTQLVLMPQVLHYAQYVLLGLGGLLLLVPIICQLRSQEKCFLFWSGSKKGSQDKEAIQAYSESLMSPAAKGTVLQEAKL
Ecoli viability = bacterial growth inhibition, counter-screen for AddAB inhibitors | E. coli V3065 growth, OD600 absorbance, 18 h | inhibition, % at 11.9 µM | AID 449728 | hit rate 0.27% among 330,000;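 active means inhibition above the campaign's mean inhibition across all tested compounds plus 3 SD, cut at about 9.9% in these data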;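 further: uninfected addAB+ strain grown without phage in ampicillin broth; 0% = DMSO wells and 100% = ciprofloxacin 0.95 µg/ml wells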
AddAB inh = less growth of phage-infected E. coli with AddAB. E. coli expressing H. pylori AddAB, absorbance growth. inhibition, % at 11.9 µM. hit rate 0.29% among 330,000. AID 435030; in the data active means inhibition above about 12%;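 further: 0% = vehicle wells of infected cells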
CAL PDZ FP-2 = CAL PDZ (human) peptide binding inhibition | Q9HD26 | purified CAL PDZ, TMR-peptide fluorescence polarization, 1 h | inhibition, % at 24.9 µM | hit rate 0.92% among 300,000 | AID 602252;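 active means mean inhibition of at least 30% with at least half of replicates also reaching 30%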;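 further: 0% = DMSO neutral control and 100% = excess unlabeled competitor peptide PRC23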
phage Ecoli inh = E. coli growth loss with phage present. growth absorbance. inhibition, % at 11.9 µM. hit rate 0.26% among 360,000; in the data active means inhibition above about 11%
MITF act = activators of MITF-driven TRPM1 promoter activity in SK-MEL-5 cells; hit rate 0.75% among 300,000; SK-MEL-5 TRPM1-promoter luciferase, 24 h; % of positive control, neutral wells = 0; activation, % at 12.5 µM;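 active means mean activation of at least 80% with every replicate also reaching 80%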;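 further: 0% = neutral control wells and 100% = parthenolide positive control wells; values of inactives mirror those of a sister screen read the other way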
Tat transport = blocks Tat-dependent protein export in E. coli; E. coli MC4100 TorA-mCherry Tat export, fluorescence; inhibition, % at 10 µM; hit rate 0.036% among 340,000; AID 488895;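 active means mean replicate inhibition at least 50% and at least half of replicates individually reaching 50%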;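 further: exported cargo escapes ClpAP degradation while cytoplasmic cargo is degraded and loses fluorescence; 0% = median of neutral control wells and 100% = median of NaSCN control wells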
An asterisk follows results filed as active; / = no result given.

SMILES | Wnt bcat act | CAL PDZ FP-1 | SR-BI DiI-HDL act | SR-BI DiI inh | Ecoli viability | AddAB inh | CAL PDZ FP-2 | phage Ecoli inh | MITF act | Tat transport
Cc1cc(C)c2c(c1)CC(C)(C)CC2=O | 1 | -0.5 | 11 | -11 | / | / | -1 | -0.5 | -7 | 5
CCCC1(CCC)C(=O)NC(=NCCc2ccc(OC)c(OC)c2)NC1=O | -1 | -1.8 | 2 | -2 | -2.2 | 1.2 | -2 | 4.3 | 10 | 6
Cc1ccc(C(=O)O)cc1NC(=S)NCCc1ccccc1 | -3 | -2.3 | 12 | -12 | 0.2 | 0.9 | -1 | 2.6 | -2 | -2
O=C(NN=C1CCCC1)C(=O)Nc1cccc(C(F)(F)F)c1 | -1 | 0.5 | 15 | -15 | -3.1 | 5.6 | 0 | -0.1 | / | -4
CCOc1cc(NCCN2CCOCC2)c([N+](=O)[O-])cc1OCC | -2 | -2.9 | -23 | 23 | -0.9 | 1.1 | -1 | 0.8 | 0 | -14
CCOC(=O)Nc1ccc(S(=O)(=O)NCc2ccccc2)cc1 | -3 | -1.7 | 15 | -15 | 2.2 | 0.7 | -1 | 1.9 | -8 | 4
O=C(/C=C/c1ccccc1)NC(=S)Nc1ccccc1 | 5 | -0.7 | -1 | 1 | -0.7 | 4.5 | -8 | -1.6 | / | -4
O=S(=O)(c1ccc(OCC(O)CN2CCN(c3ccccc3)CC2)cc1)N1CCOCC1 (centres undefined) | / | -0.4 | 6 | -6 | -1.1 | 1.3 | -3 | 1.6 | 0 | 2
COc1ccc(OCC(=O)Nc2cc(C)c(Cl)cc2OC)c([N+](=O)[O-])c1 | / | 0.1 | 6 | -6 | -0.3 | 7.4 | 3 | 3.5 | 38 | -1
O=C(Nc1cccc([N+](=O)[O-])c1)NC1CCCCCCC1 | 24 | -2.8 | -14 | 14 | / | / | -3 | 2.4 | 91* | -16
COc1cc(/C=C2\SC(=S)N(c3cccnc3)C2=O)ccc1O | 3 | -2.0 | -15 | 15 | 0.7 | 2.2 | -6 | 0.1 | 4 | 1
Cc1cc(N2CCN(C)CC2)nc2ccc(NC(=O)CCC(=O)NCCc3ccc(Cl)cc3)cc12 | 3 | -0.4 | -8 | 8 | / | / | 0 | -2.5 | 10 | -6
CCN(CC)c1ncnc2scc(C3COc4ccccc4O3)c12 (centres undefined) | -1 | -1.6 | -21 | 21 | -0.6 | 1.3 | -4 | 2.2 | / | 14
CCOc1ccccc1/C=N/NC(=O)C[n+]1ccccc1 | 4 | 0.3 | 1 | -1 | 2.8 | 0.9 | / | 2.8 | 1 | 0
COC(=O)c1ccc(CN2CCC(Oc3ccc(C(=O)N4CCCCC4)cc3)CC2)cc1 | -1 | -4.4 | -60 | 60 | 0.0 | -0.3 | 2 | -1.1 | -8 | 7
O=C(c1ccccc1Oc1ccccc1)N1CCN(c2ccccc2)CC1 | / | -0.7 | 0 | 0 | -0.3 | 4.2 | -1 | 1.1 | 1 | 5
COc1ccc(C(=O)CCC(=O)NC2=NCCS2)cc1 | 0 | -1.1 | 13 | -13 | 0.4 | -1.5 | 1 | 0.0 | -5 | 4
O=C(Cc1cccc(NC(=O)C2CCN(C(=O)C3CCC3)CC2)c1)Nc1cccc(C(=O)N2CCCCC2)c1 | -1 | 0.2 | -31 | 31 | / | / | -7 | -0.2 | 3 | 11
O=C(NCc1ccccc1)C1CCCN(c2cnccn2)C1 (centres undefined) | 1 | -1.6 | / | 1 | 0.6 | 1.9 | -2 | -1.9 | 1 | 7
O=C(Nc1ccc(Cc2ccncc2)cc1)C1CCC(N2C(=O)C3C4C=CC(C4)C3C2=O)CC1 (centres undefined) | -5 | -0.9 | 16 | -16 | -1.2 | 0.6 | -6 | 0.7 | -33 | -20
CCCCn1c(N)c(N(CCOC)C(=O)CSc2nnc(-c3ccc(C(C)(C)C)cc3)n2N)c(=O)[nH]c1=O | 0 | 0.1 | 21 | -21 | -2.2 | -1.5 | 1 | -2.5 | 2 | 8
COc1ccc(Cl)cc1NC(=O)Cc1c(F)cccc1Cl | -2 | -0.6 | 0 | 0 | -1.2 | 1.7 | -2 | 4.1 | -10 | 3
CCCn1nnc(NC(=O)/C=C/c2ccccc2)n1 | 1 | -1.1 | -6 | 6 | 0.8 | 2.0 | 2 | 4.0 | -1 | -8
Nc1nc(Nc2ccccc2)nc(C(F)(F)F)n1 | 1 | 13 | 19 | -19 | 1.6 | 3.5 | -7 | 0.9 | / | 6
O=C(NCCN1CCN(c2ccccc2Cl)CC1)Nc1ccccc1 | -1 | -0.5 | -14 | 14 | -1.2 | -1.1 | -1 | 3.3 | / | 2
CCN1CCCC(NC(=O)c2scc3c2CCCC3)C1 (centres undefined) | -1 | -1.1 | 5 | -4 | 0.9 | 1.2 | / | 5.3 | / | 6
CC1(c2ccc(OCC#N)cc2)C=C(c2ccc(OCC#N)cc2)n2nc(C(F)(F)F)nc2N1 (centres undefined) | -19 | -1.4 | -34 | 34 | 1.3 | 0.1 | 3 | 2.6 | -6 | 5
O=C(CCn1c(=O)[nH]c2ccsc2c1=O)N1CCN(c2ccc([N+](=O)[O-])cc2)CC1 | -2 | 2.7 | -25 | 25 | 1.1 | 4.7 | -2 | 2.6 | -6 | 18
CC1CN(c2nnc(NC(=O)c3ccccc3)s2)CC(C)O1 (centres undefined) | 0 | 0.1 | -22 | 22 | 2.0 | 2.1 | / | 4.3 | 28 | 0
CS(=O)(=O)N1CCC(C(=O)Nc2ccccc2Cl)CC1 | 1 | -1.9 | 34 | -34 | / | / | -2 | -7.1 | / | 3
Cc1csc(-c2coc3cc(O)cc(C)c3c2=O)n1 | 22 | -5.6 | -5 | 11 | 0.7 | 1.3 | -5 | 3.4 | 10 | 8
CCOc1ccccc1N1CC(C(=O)NCCC2=CCCCC2)CC1=O (centres undefined) | 0 | -2.0 | -63 | 63 | / | / | -1 | 5.4 | 59 | 5
O=C(Nc1cc(C(F)(F)F)ccc1N1CCOCC1)c1ccncc1 | 0 | -0.6 | 2 | -2 | 1.7 | 1.0 | -2 | 0.7 | -2 | 2
Cc1cc(C)c(C)c(S(=O)(=O)NCCCN2CCOCC2)c1C | 0 | 0.9 | -10 | 10 | 1.9 | 5.7 | 11 | 4.6 | -10 | 22
COc1ccc(NS(=O)(=O)c2ccc(NC(C)=O)cc2)nn1 | 4 | / | / | / | 1.1 | 5.8 | / | 2.5 | / | /
Cc1ccc(OC(C)C(=O)Nc2ncc(Cl)cc2Cl)c([N+](=O)[O-])n1 (centres undefined) | -6 | -0.1 | 4 | -4 | -1.8 | -2.1 | -3 | 1.9 | 10 | -3
CCCC(c1nnnn1C(C)(C)CC)N1CCN(C(=O)c2ccco2)CC1 (centres undefined) | -2 | -2.3 | 21 | -21 | 0.1 | 3.5 | 0 | 0.6 | 13 | 0
Cc1nn(-c2ccccc2)c(Cl)c1C(=O)Nc1nnc(C2CCCCC2)s1 | / | 0.8 | -9 | 9 | -0.7 | 3.0 | -1 | 1.9 | -6 | 13
COc1cc(NC(=O)C2CCCN(S(=O)(=O)c3ccc4c(c3)oc(=O)n4C)C2)cc(OC)c1 (centres undefined) | -2 | -0.1 | -20 | 15 | -1.6 | -2.3 | / | -0.2 | / | 12
Cc1noc(C)c1COc1ccc(C(=O)OCC(=O)NC23CC4CC(CC(C4)C2)C3)cc1 | / | -0.5 | -22 | 22 | 3.5 | 1.4 | -5 | 4.7 | -13 | 15
COc1cccc(C(=O)N2CCN(C3CCN(Cc4ccccc4)CC3)CC2)c1OC | 2 | -0.8 | / | / | 0.8 | -0.4 | 1 | -1.0 | -2 | -10
COC(=O)c1ccc(C2/C(=C(/O)c3ccc4c(c3)CC(C)O4)C(=O)C(=O)N2Cc2cccnc2)cc1 (centres undefined) | / | -0.3 | 25 | -25 | 3.1 | 0.5 | -5 | / | -1 | -1
COC(=O)c1ccccc1SCC(=O)Nc1ccc(N2CCOCC2)cc1 | 7 | -2.0 | -25 | 25 | -1.4 | -0.4 | 64* | 3.1 | 9 | 4
Cc1nc2ccccc2n1CCCOc1ccccc1 | / | -2.9 | 12 | -12 | -1.9 | -0.7 | 0 | 1.9 | 36 | -3
Cc1cc(C)c(C(=O)CN2C(=O)NC3(CCCCC3)C2=O)cc1C | 14 | -2.0 | -35 | 35 | -0.3 | 1.4 | -2 | 2.5 | 35 | 4
O=C(COc1ccc(Cl)cc1)Nc1ccc2c(c1)OCO2 | 1 | -1.2 | / | / | -0.1 | 2.2 | / | 1.6 | 8 | 4
O=c1c([N+](=O)[O-])c(N2CCCCCC2)c2ccccc2n1-c1ccccc1 | / | -0.8 | 9 | -9 | -2.8 | 1.1 | -4 | 1.2 | 8 | -7
CCOc1ccccc1/C=C/c1onc(C)c1S(=O)(=O)N1CCC(C(=O)N(CC)CC)CC1 | -3 | -2.2 | -71 | 71* | -0.7 | 5.2 | -1 | -3.1 | -1 | 4

Arranged by value in MITF act (rising): some entries from above
| mol | Wnt bcat act | CAL PDZ FP-1 | SR-BI DiI-HDL act | SR-BI DiI inh | AddAB inh | CAL PDZ FP-2 | phage Ecoli inh | MITF act | Tat transport |
| --- | --- | --- | --- | --- | --- | --- | --- | --- | --- |
| O=C(CCn1c(=O)[nH]c2ccsc2c1=O)N1CCN(c2ccc([N+](=O)[O-])cc2)CC1 | -2 | 2.7 | -25 | 25 | 4.7 | -2 | 2.6 | -6 | 18 |
| CCOc1ccccc1/C=N/NC(=O)C[n+]1ccccc1 | 4 | 0.3 | 1 | -1 | 0.9 | / | 2.8 | 1 | 0 |
| O=C(Nc1cccc([N+](=O)[O-])c1)NC1CCCCCCC1 | 24 | -2.8 | -14 | 14 | / | -3 | 2.4 | 91* | -16 |

Going on with the list.
SMILES | Wnt bcat act | CAL PDZ FP-1 | SR-BI DiI-HDL act | SR-BI DiI inh | Ecoli viability | AddAB inh | CAL PDZ FP-2 | phage Ecoli inh | MITF act | Tat transport
NNC(=O)C(=O)Nc1ccc(Cl)c(Cl)c1 | -4 | / | / | / | -1.4 | 2.6 | / | 4.4 | / | /
COCCn1c(-c2ccc(NC(C)=O)cc2)nc2c1c(=O)[nH]c(=O)n2CC(C)C | 1 | -0.9 | 4 | -4 | 1.3 | 3.1 | -3 | 2.2 | -9 | 0
CN(C)N1C(N)=C(C#N)C(c2cccc(Cl)c2)C2=C1CCCC2=O (centres undefined) | 0 | 0.1 | -2 | 2 | 0.8 | 0.5 | 8 | 4.2 | 2 | 1
COC(=O)c1ccc(Cl)c(NC(=O)CN(c2ccc3c(c2)OCO3)S(C)(=O)=O)c1 | / | 0.3 | 17 | -17 | -0.2 | 0.7 | -3 | 0.3 | -14 | 1
CC1CCCCN1S(=O)(=O)c1ccc(NC(=O)c2cccs2)cc1 (centres undefined) | / | -4.5 | -22 | 22 | -0.2 | 3.9 | -1 | 2.4 | 3 | -3
CCC1CSC(Nc2ccc(C(=O)/C=C/c3ccc(Br)cc3)cc2)=N1 (centres undefined) | 2 | -1.9 | 3 | -3 | -2.1 | 2.7 | -9 | 1.8 | 1 | -8
O=[N+]([O-])c1cc(/C=N/N2CCN(Cc3ccccc3)CC2)ccc1Cl | / | -1.4 | 6 | -6 | 1.6 | 0.1 | -3 | / | 19 | 2
COc1ccc(OC)c(NC(=O)CNC(=O)c2cccs2)c1 | / | -0.7 | 5 | -5 | 1.6 | 0.6 | / | 2.7 | -10 | 8
